Screening data from PubChem.
GRIN3A LBD mod: binders of NR3A ligand-binding domain, primary screen, biophysical, differential scanning fluorimetry, uHTS; Glutamate receptor ionotropic, NMDA 3A (GRIN3A) ligand-binding domain; NR3A LBD differential scanning fluorimetry, Tm shift; 0% = protein alone, 100% = glycine-bound protein; Tm shift relative to glycine control, % at 25 µM; hit rate 2.5% among 340,000;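 active means melting temperature shift of at least 10% of the positive control shift, at one fixed dose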
ATG4B inh: ATG4B protease inhibitors, primary screen, biochemical, fluorescence, uHTS; inhibition, % at 8.33 µM; hit rate 0.51% among 340,000; Cysteine protease ATG4B (Homo sapiens), Q9Y4P1; ATG4B cleavage of LC3-PLA2, NBD-HPC fluorescence, 1 h; in the data active means inhibition above about 40%
SENP7 block: SENP7 protease inhibitors, primary screen, biochemical, luminescence, uHTS; Sentrin-specific protease 7 (Homo sapiens), Q9BQF6; hit rate 1.5% among 330,000; recombinant SENP7, Z-RLRGG-aminoluciferin luminescence, 40 min; AID 434973, 2010; inhibition, % at 5 µM;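 active means inhibition above about 50% at the single test dose, limit read from the data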;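 further: plate controls were DMSO with enzyme for no effect and no enzyme buffer wells for full effect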
SENP6 block: SENP6 protease inhibitors, primary screen, biochemical, luminescence, uHTS | hit rate 1.8% among 330,000 | inhibition, % at 10 µM | AID 2599, 2010 | Recombinant SENP6 catalytic domain, aminoluciferin luminescence;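 active means inhibition above about 50% at the single tested dose, limit read from the data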;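 further: plate controls were DMSO wells with enzyme for no effect and DMSO wells lacking enzyme for full effect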
SENP8 block: human SENP8 protease inhibitors, primary screen, biochemical, fluorescence, Nedd8 protein substrate, uHTS | Sentrin-specific protease 8 (Homo sapiens), Q96LD8 | recombinant SENP8 | inhibition, % at 20 µM | hit rate 0.64% among 360,000; in the data active means inhibition mostly above about 40%, no sharp cut-off; inactive means mostly below about 27%
Target sequence (Q96LD8 whole entry, looked up): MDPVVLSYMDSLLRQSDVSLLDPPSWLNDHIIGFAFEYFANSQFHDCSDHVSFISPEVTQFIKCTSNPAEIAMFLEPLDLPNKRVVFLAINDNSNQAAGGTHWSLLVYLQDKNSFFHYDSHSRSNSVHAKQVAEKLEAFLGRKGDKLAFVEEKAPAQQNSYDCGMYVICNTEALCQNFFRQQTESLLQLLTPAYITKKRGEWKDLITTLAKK
PfGluPho inh: PfG6PD enzyme inhibitors, primary screen, biochemical, fluorescence intensity, uHTS. PfGluPho enzyme, NADPH resazurin-diaphorase fluorescence. glucose-6-phosphate dehydrogenase-6-phosphogluconolactonase (Plasmodium falciparum 3D7). AID 504690, 2011. inhibition, % at 20 µM. hit rate 0.78% among 350,000;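 active means inhibition reaching at least a set limit at 20 µM in the primary screen, cut at about 59% in these data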;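 further: 0% = DMSO wells with substrate and 100% = DMSO wells lacking glucose-6-phosphate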
HKDC1 inh: HKDC1 hexokinase inhibitors, primary screen, biochemical, fluorescence, uHTS. Q2TB90. recombinant HKDC1, G6PDH/diaphorase resazurin coupled fluorescence. inhibition, % at 20 µM. hit rate 0.16% among 340,000;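 active means inhibition above about 35% when tested at 20 µM, limit read from the data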;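 further: plate controls were DMSO wells with enzyme for no effect and DMSO wells lacking enzyme for full effect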
Target sequence (Q2TB90 whole entry, looked up): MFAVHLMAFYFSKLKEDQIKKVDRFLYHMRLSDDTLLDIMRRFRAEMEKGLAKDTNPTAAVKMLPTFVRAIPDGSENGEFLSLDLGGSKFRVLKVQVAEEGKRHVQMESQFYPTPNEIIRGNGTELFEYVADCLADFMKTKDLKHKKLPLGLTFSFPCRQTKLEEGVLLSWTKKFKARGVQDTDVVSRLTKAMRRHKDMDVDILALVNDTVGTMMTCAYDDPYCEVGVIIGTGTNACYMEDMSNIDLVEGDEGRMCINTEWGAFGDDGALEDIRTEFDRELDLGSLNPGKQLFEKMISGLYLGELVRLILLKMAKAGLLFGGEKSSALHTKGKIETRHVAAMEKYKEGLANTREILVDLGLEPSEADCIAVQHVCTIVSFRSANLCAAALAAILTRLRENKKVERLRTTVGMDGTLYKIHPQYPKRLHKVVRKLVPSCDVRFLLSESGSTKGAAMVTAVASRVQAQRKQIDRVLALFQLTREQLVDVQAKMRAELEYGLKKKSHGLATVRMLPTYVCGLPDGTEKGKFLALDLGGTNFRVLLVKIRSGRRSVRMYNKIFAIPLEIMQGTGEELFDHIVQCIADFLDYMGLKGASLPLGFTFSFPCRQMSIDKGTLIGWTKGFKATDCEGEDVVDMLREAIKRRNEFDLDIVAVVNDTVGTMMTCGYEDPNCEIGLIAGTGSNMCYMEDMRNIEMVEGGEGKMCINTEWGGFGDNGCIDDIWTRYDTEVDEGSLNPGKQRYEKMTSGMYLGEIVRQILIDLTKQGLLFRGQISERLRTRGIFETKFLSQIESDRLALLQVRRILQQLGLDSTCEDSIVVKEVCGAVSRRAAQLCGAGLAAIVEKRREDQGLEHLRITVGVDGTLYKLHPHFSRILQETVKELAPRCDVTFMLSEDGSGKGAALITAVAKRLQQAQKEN
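Assay system: recombinant HKDC1 hexokinase; detection: coupled resazurin fluorescence, excitation 525 nm, emission 613 nm; benchmarks: DMSO-plus-enzyme-mix negative control, buffer-substituted positive control; compound dosing: single 20 µM dose; schedule: 90 min at room temperature in dark; also added: glucose plus 1 mM ATP as hexokinase substrates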
MPTP inh: mitochondrial permeability transition pore inhibitors, primary screen, biochemical, isolated mouse mitochondria, absorbance. Ca2+ swelling absorbance, 30 min. inhibition, % at 10 µM. hit rate 1.4% among 360,000. AID 602449, 2012;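 active means inhibition of 50% or more, scaled per plate between neutral and stimulator controls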;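 further: 0% = DMSO wells given calcium and 100% = 1 mM EGTA wells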
Numbers without * were called inactive; i = inactive; . = not tested or not shown.

SMILES	GRIN3A LBD mod	ATG4B inh	SENP7 block	SENP6 block	SENP8 block	PfGluPho inh	HKDC1 inh	MPTP inh
CC(C)C(NC(=O)c1ccc(C(C)(C)C)cc1)C(=O)N1CCC(C(N)=O)CC1 (stereo not drawn)	0	-7	1	-5	1	5	-3	-0.4
COc1ccc(C2NC(=O)NC(C)=C2C(=O)Nc2cccc(C)c2C)cc1 (stereo not drawn)	-1	-10	-3	0	5	11	-1	-0.9
CC(C)(C)C(=O)N1CCN(c2ccc(NC(=O)c3ccc([N+](=O)[O-])o3)cc2)CC1	1	-9	12	12	48*	30	-2	0.6
OCCNc1cnc2ccccc2n1	-1	-1	-9	5	-382	-6	17	-1.0
Cc1cccc(NC(=O)CCNC(=O)c2ccc(Br)cc2)c1C	-1	1	.	.	12	-11	5	-0.8
Cc1oc(-c2cccc(Cl)c2)nc1CS(=O)(=O)CC(=O)NCCN1CCOCC1	2	-13	-5	-13	10	7	-2	-0.4
CCN(CC)CCCNC(=O)N[C@@H](Cc1ccccc1)C(=O)O	2	4	-4	-16	21	-1	9	-0.8
COc1cccc(NS(=O)(=O)NC(=O)c2c(C)[nH]c3ccccc23)c1	3	15	-4	-2	10	-4	-4	-1.4
CC(O)CNC(=O)c1ccc(-c2nn(C)c(=O)c3ccccc23)cc1 (stereo not drawn)	1	-2	0	-3	11	-8	-7	2.2
COc1cc2c(cc1NC(=O)CSCC(=O)O)oc1ccccc12	4	1	3	5	20	-25	2	-5.6
Cc1ccc(OCCN2C(=O)c3ccccc3C2=O)cc1	4	17	4	14	17	-25	12	-1.7
C=CCNC(=O)C1CC(=O)N(c2ccc(OCC(=O)Nc3cccc(OC)c3)cc2)C1 (stereo not drawn)	1	3	-5	-21	13	7	-5	-0.4
CC(=O)c1cc(CN2CCN(CCC(C)C)C(CCO)C2)cs1 (stereo not drawn)	0	7	-5	-3	20	-11	-6	4.1
C/C(=N\Nc1nc(N2CCCCC2)nc(N2CCOCC2)n1)c1ccccc1O	-5	-9	1	-5	-7	20	12	0.0
Cc1c(N2C(=O)C(=O)/C(=C(/O)c3ccc(Br)cc3)C2c2cccnc2)c(=O)n(-c2ccccc2)n1C (stereo not drawn)	1	0	8	10	-6	-22	-12	0.5
CCOc1ccc2[nH]c(=O)c(CN(CCO)C(=O)CC)cc2c1	0	-17	12	-2	i	-19	-7	-0.4
O=C(NCCCCCCNC(=O)c1ccccc1O)c1ccccc1O	4	8	5	18	-148	-19	-6	37
c1ccc(CCc2nc(-c3ccc(-n4cccc4)cc3)no2)cc1	0	-3	8	-16	7	13	-3	-1.6
CC(=O)Nc1ccc(SC[C@H](Cc2ccccc2)N2CC[C@@H](C(C)(C)C)CCC2=O)cc1	-14	-5	4	-4	14	24	1	-0.7
N#CCc1cc2ccc3cccc4ccc(c1)c2c34	-4	-16	3	-21	-407	42	-2	0.5
O=C(NCCc1nnc2ccc(SCC(=O)N3CCCC3)nn12)c1ccccc1	0	-10	15	-11	-12	8	-2	-3.1
S=C(NCc1ccco1)N1CCN(c2ccccc2Cl)CC1	0	3	2	15	15	4	-1	-1.6
Cc1cccc(Nc2ncnc3onc(-c4ccc(F)cc4)c23)c1C	2	-4	-4	-7	1	7	-2	0.0
CCOC(=O)CN1C(=O)S/C(=C/c2ccc(OC)c([N+](=O)[O-])c2)C1=O	1	-9	14	-6	12	4	-7	4.5

One compound at a time (already shown):
Listed for c1ccc(CCc2nc(-c3ccc(-n4cccc4)cc3)no2)cc1 : GRIN3A LBD mod = 0; ATG4B inh = -3; SENP7 block = 8; SENP6 block = -16; SENP8 block = 7; PfGluPho inh = 13; HKDC1 inh = -3; MPTP inh = -1.6
Listed for Cc1ccc(OCCN2C(=O)c3ccccc3C2=O)cc1 : GRIN3A LBD mod = 4; ATG4B inh = 17; SENP7 block = 4; SENP6 block = 14; SENP8 block = 17; PfGluPho inh = -25; HKDC1 inh = 12; MPTP inh = -1.7

Carrying on.
SMILES	GRIN3A LBD mod	ATG4B inh	SENP7 block	SENP6 block	SENP8 block	PfGluPho inh	HKDC1 inh	MPTP inh
Cc1cccc(CSc2ccc3nnc(-c4ccccn4)n3n2)c1	-1	-4	8	5	-2	9	-1	1.9
Cc1ccc(S(=O)(=O)N2CCC(C(=O)N3CCC(C(=O)NCC4CCCO4)CC3)CC2)cc1 (stereo not drawn)	-13	-9	0	-8	14	5	-12	0.6
O=C(NCc1ccco1)C(c1ccc(F)cc1)N(C(=O)Cc1cccs1)c1cccnc1 (stereo not drawn)	0	0	-12	-7	14	15	-10	-0.7
COc1ccc2nc(SCC(=O)Nc3cc(C)on3)c(C#N)cc2c1	1	-6	6	-14	-64	1	-1	-1.7
NC(=O)c1c(NC(=O)c2ccc(F)cc2Cl)sc2c1CCC2	2	2	-9	23	-12	34	-1	0.0
CCOC(=O)[C@@H]1[C@H]2COc3ccccc3[C@@H]2N2C(=O)N(c3cccc(F)c3)C(=O)[C@]12C	1	-2	-1	3	22	1	4	0.4
O=C(COc1ccccc1[N+](=O)[O-])NCCC1=CCCCC1	11*	13	6	4	6	4	0	1.4
Cc1ccc(S(=O)(=O)N2CCC(C(=O)OC(C)C(=O)N3CCOCC3)CC2)cc1 (stereo not drawn)	2	-2	-4	-25	9	13	-2	-1.7
CC(C)n1cnnc1SCC(=O)NC(=O)c1ccccc1	-2	4	-2	-1	22	10	-7	-1.2
O=C(O)c1ccc2nc(CO)[nH]c2c1	1	-8	9	0	5	9	1	0.3
O=C(CCS(=O)(=O)Cc1ccccc1)NCCc1ccccc1	1	0	10	9	21	-11	0	-1.7
O=C(NCCC1CCCCN1S(=O)(=O)c1ccccc1)C(=O)NC1CC1 (stereo not drawn)	-2	6	2	-15	14	-8	-2	-0.4
O=C(CCC(=O)N1CCN(c2ccc(F)cc2)CC1)c1ccccc1	-3	-4	-2	-12	8	3	-2	-1.4
O=c1[nH]c(CSc2nc(-c3ccc(F)cc3)cs2)nc2ccccc12	-14	1	-11	-15	10	0	-5	1.5
CC1CCCC(NC(=O)c2cc(-c3ccncc3)nc3ccccc23)C1C (stereo not drawn)	0	-9	-16	-9	-2	-2	-7	1.5
Cc1occc1-c1nnc(SCC(=O)Nc2c(F)cccc2F)n1C	1	3	8	-1	5	-3	0	-0.2
CC(C)CN(C(=O)CSc1nc(N)cc(N)n1)C1CCS(=O)(=O)C1 (stereo not drawn)	0	0	-2	-16	-5	-7	-7	-0.9
O=C(O)Cc1cc2c(s1)CCCCC2	0	-5	-3	14	18	-10	7	0.2
CCC(C)c1ccc(-c2cc(C(=O)OCC(=O)Nc3cc(C)on3)c3ccccc3n2)cc1 (stereo not drawn)	1	9	-6	-7	i	8	-2	0.5
CCCC(=O)c1ccc(N2CCN(C(=O)c3ccc(Br)cc3)CC2)c(F)c1	7	-8	0	-37	1	-9	-6	45
O=C(Nc1cccc([N+](=O)[O-])c1)C1CC(=O)N(Cc2ccccc2)C1 (stereo not drawn)	-2	4	-7	0	19	-19	16	-1.9
CCOC(=O)c1cc(-c2ccc(OC)cc2)n[nH]1	0	-6	5	-2	8	-2	-4	1.3
Cc1ccc(-c2nnn(CC(=O)N(CCO)C(C(=O)NC3CCCC3)c3ccc(F)cc3)n2)o1 (stereo not drawn)	0	-4	3	3	2	-8	9	-1.5
CCc1ccc2c(CC(=O)NNC(=O)c3ccncc3)coc2c1	1	3	1	2	5	-7	-6	-1.1
CCCCNC(=O)CNC(=S)N(Cc1ccc(C)cc1)Cc1ccco1	-2	-1	9	-10	10	-6	3	-0.4
CCOc1ccc(/C=C(\C#N)C(=O)c2c(C)[nH]c3ccccc23)cc1OC	2	15	1	6	23	36	-3	-28
CCOC(=O)Cc1cc(=O)c2cc(C)ccc2[nH]1	-5	0	1	-17	-1	0	-1	1.0
Cn1c(-c2ccccc2)cnc1N	-4	3	4	-12	9	-20	-5	1.9
CC(=O)Nc1ccc(N(C(=O)c2cnccn2)C(C(=O)NC2CCCCC2)c2ccc(F)cc2)cc1 (stereo not drawn)	0	-4	-7	13	26	-5	-6	-1.4
Cc1cc(Br)ccc1NC(=O)CN(C)C(=O)CSC(=S)N1CCCC1	2	-9	6	3	6	-6	-8	-0.8
COc1ccc(CCNC(=O)C2CCN(S(=O)(=O)c3ccc(F)cc3)CC2)cc1	1	-5	3	-1	4	-11	-2	1.9
CCN1CCN(CCCNC(=O)c2cc3sccc3n2CC)CC1	-1	9	-2	5	0	-24	-3	0.2
COC(=O)c1ccccc1NC(=S)N1CCN(c2ccccn2)CC1	0	0	-5	-5	-10	-16	-5	2.2
CCc1cc(CC)c(/C=N/NC(N)=O)c(CC)c1	-18	6	-4	-6	15	-1	-2	-1.2
O=C(C[C@H]1C[C@H](C(=O)N2CCCCC2)[C@@]2(CCc3ccccc3)c3[nH]c4cc(-c5ccco5)ccc4c3CCN2C1=O)NCCN1CCOCC1	-7	-7	8	.	-383	16	7	0.0
O=C(CCN1C(=O)c2ccccc2C1=O)Nc1cccnc1	1	0	8	11	14	-12	-5	0.3

Filtered by structure, those above with a nitro group on carbon.
SMILES	GRIN3A LBD mod	ATG4B inh	SENP7 block	SENP6 block	SENP8 block	PfGluPho inh	HKDC1 inh	MPTP inh
CC(C)(C)C(=O)N1CCN(c2ccc(NC(=O)c3ccc([N+](=O)[O-])o3)cc2)CC1	1	-9	12	12	48*	30	-2	0.6
CCOC(=O)CN1C(=O)S/C(=C/c2ccc(OC)c([N+](=O)[O-])c2)C1=O	1	-9	14	-6	12	4	-7	4.5
O=C(COc1ccccc1[N+](=O)[O-])NCCC1=CCCCC1	11*	13	6	4	6	4	0	1.4
O=C(Nc1cccc([N+](=O)[O-])c1)C1CC(=O)N(Cc2ccccc2)C1 (stereo not drawn)	-2	4	-7	0	19	-19	16	-1.9

(list continues)
SMILES	GRIN3A LBD mod	ATG4B inh	SENP7 block	SENP6 block	SENP8 block	PfGluPho inh	HKDC1 inh	MPTP inh
Fc1ccc(C2c3[nH]c4ccccc4c3CCN2Cc2cccn2-c2ncccn2)cc1 (stereo not drawn)	-1	41*	-3	2	-96	-6	19	2.6
O=C(NC1CCCCC1)c1ccc(OC2CCN(Cc3ccccn3)CC2)cc1	0	5	4	-25	-8	5	-5	0.8
COc1ccc(C)cc1N(CC(=O)NCCSCc1cccc(Cl)c1)S(C)(=O)=O	2	-5	-1	-5	6	0	-6	-1.5
Cc1cc(C)nc(SCCC(=O)N(C)C)n1	0	3	4	6	36	42	3	-1.3
O=C(CSc1n[nH]c(-c2ccco2)n1)Nc1ccccc1	-18	-7	4	3	6	9	-1	-0.1
Cn1nnc2cc(NC(=O)Nc3cccc(C(F)(F)F)c3)ccc21	5	-3	1	28	-10	1	-5	1.6
COc1ccc(OC)c(NC(=O)C2CCN(S(=O)(=O)c3c(C)noc3C)CC2)c1	-3	-12	-2	17	17	-5	-1	-1.2
Cc1ccn2c(NCc3ccc4c(c3)OCO4)c(-c3ccc(O)cc3)nc2c1	0	16	5	0	-268	-1	-4	0.0
CC(C)[C@@H]1NC(=O)c2cc([N+](=O)[O-])cc(I)c2NCCC[C@@H](C(N)=O)NC(=O)[C@H](CO)NC1=O	-2	8	3	-6	.	4	8	.
O=C(O)CCSc1nnc(-c2ccc3c(c2)OCO3)o1	-1	2	-9	2	-1	-16	3	-2.1
Cn1nccc1C(=O)N1CCc2c([nH]c3ccccc23)C1c1ccc(F)cc1 (stereo not drawn)	0	5	0	-14	-7	0	-5	-1.8
COc1ccc(NC(=O)/C(=C\c2cccnc2)NC(=O)c2cccs2)cc1	-5	-3	-1	-13	6	2	-8	0.4
O=C(CN(c1ccc2c(c1)OCCO2)S(=O)(=O)c1ccccc1)N1CCN(Cc2ccccc2)CC1	-1	-1	-9	-16	2	-1	-3	-0.8
